hcGAS inh = blocks human cGAS activity | recombinant h-cGAS, ATP depletion, Kinase-Glo luminescence | inhibition, % at 12.5 µM | 0.081% of 290,000 active;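 also: 0% = vehicle reaction and 100% = reaction without DNA for no activity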
Target sequence (Q8N884 whole entry, looked up): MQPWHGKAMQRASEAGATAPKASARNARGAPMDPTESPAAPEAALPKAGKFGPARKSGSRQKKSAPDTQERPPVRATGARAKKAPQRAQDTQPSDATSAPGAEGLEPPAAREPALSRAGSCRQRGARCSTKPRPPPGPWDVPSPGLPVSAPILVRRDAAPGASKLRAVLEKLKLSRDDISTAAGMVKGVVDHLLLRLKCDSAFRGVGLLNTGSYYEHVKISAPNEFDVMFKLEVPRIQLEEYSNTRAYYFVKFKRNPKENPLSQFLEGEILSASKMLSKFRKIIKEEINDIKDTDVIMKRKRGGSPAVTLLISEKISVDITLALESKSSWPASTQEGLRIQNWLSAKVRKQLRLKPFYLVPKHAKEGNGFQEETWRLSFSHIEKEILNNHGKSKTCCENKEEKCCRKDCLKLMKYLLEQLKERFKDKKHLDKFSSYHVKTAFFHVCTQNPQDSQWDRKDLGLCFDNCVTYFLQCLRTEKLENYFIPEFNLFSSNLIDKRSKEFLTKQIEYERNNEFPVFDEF
mcGAS lum = inhibitors of mouse cGAS. Q8C6L5. recombinant cGAS, Kinase-Glo ATP depletion luminescence. inhibition, % at 12.5 µM. 0.15% of 160,000 active;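 also: 0% = negative control wells and 100% = reference inhibitor with no enzyme activity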
NPYLR7 agonist = mosquito NPYLR7 agonism; HEK293T NPYLR7/Galpha15, GCaMP6s calcium fluorescence; activation, % at 10 µM; 0.15% of 270,000 active; AID 1259423; in the data active = activation above about 40%;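 also: 0% = vehicle and 100% = reference agonist at the receptor; some compounds past the cut are filed as inactive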
An asterisk follows results filed as active; . = no result given; & = joins results of further samples. Rule as the data show it, unless noted: active = inhibition above about 40%; inactive = the rest.

The opening 14 entries as a preview:
SMILES	hcGAS inh	mcGAS lum	NPYLR7 agonist
O=[N+]([O-])c1cccc(C2c3cccn3CCCN2Cc2ccc(F)c(Cl)c2)c1 (configuration not stated)	-3	-3	3
O=c1cc(CNc2ccc(Cl)cc2F)nc2sccn12	-10	.	6
COCC(C)NC(=O)CNc1cc(Cl)ccc1C (configuration not stated)	-11	-14	14
Cc1ccc(NC(=O)CSc2nc3c(-c4ccccc4)c[nH]c3c(=O)n2C)c(C)c1	-5	-6	1
COc1cc2c(cc1OC)C(c1cccc(Cl)c1)N(C(=O)c1cccs1)CC2 (configuration not stated)	-3	-5	16
O=C(Cc1c[nH]c2ccccc12)N1CCOC(c2ccccc2)C1 (configuration not stated)	-9	-9	20
CC(=O)c1c(C)oc2c1cc(NS(=O)(=O)c1ccc(C(C)(C)C)cc1)c1ccccc12	-1	-2	-3
O=C(NCC1CCCO1)c1nn(-c2ccccc2)c(=O)n(Cc2cccc(C(F)(F)F)c2)c1=O (configuration not stated)	-3	-5	9
Cc1cc(-n2ccnc2)n2c(nc3ccccc32)c1C#N	-2	-2	3
COc1cc(F)c(-c2nccn2CCN2CCN(C(C)C)CC2)c(F)c1	0	.	3
CCN(CC)C(=O)Cn1cc(C(=O)N2CCCCC2c2cccc(OC)c2)nn1 (configuration not stated)	-3	.	5
O=C(Cc1ccccc1Cl)NCc1cc(F)cc(F)c1	-8	.	-1
CSCC(=O)Nc1ccnc(Oc2ccccc2)c1	-12	.	-3
Clc1ccc(C(c2ccccc2)n2ccnc2-c2cnc[nH]2)cc1 (configuration not stated)	-4	-11	-3

The whole of this part, repeating the preview:
SMILES	hcGAS inh	mcGAS lum	NPYLR7 agonist
O=[N+]([O-])c1cccc(C2c3cccn3CCCN2Cc2ccc(F)c(Cl)c2)c1 (configuration not stated)	-3	-3	3
O=c1cc(CNc2ccc(Cl)cc2F)nc2sccn12	-10	.	6
COCC(C)NC(=O)CNc1cc(Cl)ccc1C (configuration not stated)	-11	-14	14
Cc1ccc(NC(=O)CSc2nc3c(-c4ccccc4)c[nH]c3c(=O)n2C)c(C)c1	-5	-6	1
COc1cc2c(cc1OC)C(c1cccc(Cl)c1)N(C(=O)c1cccs1)CC2 (configuration not stated)	-3	-5	16
O=C(Cc1c[nH]c2ccccc12)N1CCOC(c2ccccc2)C1 (configuration not stated)	-9	-9	20
CC(=O)c1c(C)oc2c1cc(NS(=O)(=O)c1ccc(C(C)(C)C)cc1)c1ccccc12	-1	-2	-3
O=C(NCC1CCCO1)c1nn(-c2ccccc2)c(=O)n(Cc2cccc(C(F)(F)F)c2)c1=O (configuration not stated)	-3	-5	9
Cc1cc(-n2ccnc2)n2c(nc3ccccc32)c1C#N	-2	-2	3
COc1cc(F)c(-c2nccn2CCN2CCN(C(C)C)CC2)c(F)c1	0	.	3
CCN(CC)C(=O)Cn1cc(C(=O)N2CCCCC2c2cccc(OC)c2)nn1 (configuration not stated)	-3	.	5
O=C(Cc1ccccc1Cl)NCc1cc(F)cc(F)c1	-8	.	-1
CSCC(=O)Nc1ccnc(Oc2ccccc2)c1	-12	.	-3
Clc1ccc(C(c2ccccc2)n2ccnc2-c2cnc[nH]2)cc1 (configuration not stated)	-4	-11	-3
CC1CCC(NC(=O)COC(=O)CNC(=O)c2ccccc2)CC1 (configuration not stated)	-7	.	5
COC(=O)C(C)Oc1cc(OC(C)C(=O)OC)c2c3c(c(=O)oc2c1)CCC3 (configuration not stated)	-6	.	7
O=C(O)COc1ccccc1CN1CCCC(c2ccn[nH]2)C1 (configuration not stated)	-6	-23	0
CC1CCN(/C=C(\C#N)S(=O)(=O)c2ccc(Cl)cc2)CC1	-8	.	5
Cn1c(=O)[nH]cc(CC(=O)N2CCOC(C(F)(F)F)C2)c1=O (configuration not stated)	-5	.	-1
CCc1ccc(Nc2nnc(SC(C)C(=O)N3CCC(C)CC3)s2)cc1 (configuration not stated)	8	1	-1
Cc1c(Cl)cccc1NC(=O)C(C)n1ncccc1=O (configuration not stated)	-7	.	-2
Cc1c(Cl)c(-c2ccc(CCNS(C)(=O)=O)cc2)nc2ccccc12	-3	-11	3
c1ccc(Nc2ccccn2)nc1	-1&-9	-4&-4	-1&-2
O=[N+]([O-])c1ccccc1Nc1nc(-c2ccccc2)c2cc(Br)ccc2n1	-3	-7	-3
CCN1C(=O)C(=Cc2c(N3CCCCC3)nc3ccc(C)cn3c2=O)SC1=S	0	-1	4
CC(Sc1nnc(-c2ccc(Cl)cc2)o1)C(=O)N1CCCCCC1 (configuration not stated)	3	.	7
Cc1noc(-c2cccc(F)c2)c1C(=O)NCC1CCCO1 (configuration not stated)	1	-3	-4
COc1ccc2c(c1)CC(CNC(=O)C(C)Oc1ccccc1)O2 (configuration not stated)	-5	.	26
CC(=O)N1CCC(N(C)CCCc2cnn(C)c2)CC1	-8	.	8
Cc1nc2c(c(NC3Cc4ccccc4C3)n1)CNC2	-4	.	3
Cc1cc(=O)[nH]c2c1c(=O)[nH]n2C1CCOC(C)(C)C1 (configuration not stated)	-14	-3	11
Cc1ccc(CN(Cc2ccccc2)Cc2nc(C(=O)N3CCCC3)co2)c(C)c1	2	-4	12
Cc1cc(N2CCC(CO)(CC3CCCCO3)CC2)nc2ccccc12 (configuration not stated)	3	.	14
Cc1nc(NCCNC(=O)c2ccco2)cc(N2CCOCC2)n1	-5	.	1
COCC(C)NCc1c(C)nn(-c2ccc(F)cc2)c1C (configuration not stated)	-6	-8	5
CC(C)(C)c1ccc(C(=O)N2CCN(C(C(=O)NC3CC3)C3CCCC3)CC2)cc1 (configuration not stated)	-4	-3	-9
COc1ccc(/C=C2\SC(=Nc3ccccc3)N(C3CCCC3)C2=O)cc1	-6	-7	-7
CCn1nnc2c(N3CCN(C=O)CC3)ncnc21	-8	.	10
CC(O)CNc1ncnc2c1c(-c1ccccc1)cn2-c1ccc(Cl)cc1 (configuration not stated)	2	-1	-1
Cc1ccc(-c2nc(CN(Cc3c(C)nn(C)c3C)C(C)C)c(C)o2)o1	-6	-5	-12
Fc1ccccc1OC1OCCOC1Oc1ccccc1F (configuration not stated)	-5	.	2
Cc1cc(C)n(-c2nc3c(c(=O)n2CC(=O)NC(C)C)CCCC3)n1	1	-2	.
CC(C)c1ccc2c(c1[N+](=O)[O-])C(=O)c1ccccc1C2=O	1	-4	-2
CCOCCCn1c(SCc2ccc(OC)c(C(F)(F)F)c2)nc2cc(C(=O)OCC)ccc21	-7	-7	3
CCOc1cccc(COC(=O)c2cc(C)nn2C)n1	-7	.	-2
Cn1cc(CN2CCN(Cc3ccccc3F)C(CCO)C2)c2ccccc21 (configuration not stated)	-2	.	-7
COc1ccc(-n2c(=O)c3ccccc3n(CC(=O)N3CCOCC3)c2=O)cc1	1	-3	12
COCCCN(CC(=O)N(CCc1ccc(OC)c(OC)c1)Cc1sccc1C)C(=O)c1cccc(Br)c1	-14	-6	-5
Cc1ccc(-n2cc(CN3CCN(Cc4ccccc4F)C(CCO)C3)cn2)cc1 (configuration not stated)	-2	.	-6
CCOc1ccc(C(C2Sc3nc(C)nn3C2=O)N2CCN(C(C)=O)CC2)cc1OC (configuration not stated)	-5	-9	-6
Cc1ccc(CSc2nc(CC(=O)NC3CCCC3)cs2)cc1	-6	-6	.
CCOC(=O)N1CCN(C(c2ccncc2)c2c(O)cc(C)n(Cc3ccco3)c2=O)CC1 (configuration not stated)	-8	.	11
Cc1ccccc1C1(O)CCN(C(=O)c2cc(Cl)c[nH]c2=O)C1 (configuration not stated)	-9	-12	-2
CO[C@H]1CN(Cc2cc3ccccc3o2)[C@H]2Cc3c(n(C)c4ccccc34)[C@H]1C2	-1	-6	32
COC(CNC1CCN(C(=O)c2ccccc2)CC1)c1cccs1 (configuration not stated)	-4	.	9
O=C(O)c1ccc2c(c1)n(CCN1CCOCC1)c(=O)n2C1CCCCC1	1	-1	2
CCCn1cc(C(=O)N2CCN(c3cccc(Cl)c3)CC2)c2nn(-c3ccccc3)c(=O)c-2c1	-4	-7	9
COc1cccc(OCCN2C[C@H]3CC[C@@H]2CN(C2CCOCC2)C3)c1	-2	0	.
Nc1nnc(CC(=O)NCCN2CCCc3ccccc32)s1	-5	-17	5
CC1(C)S[C@@H]2[C@H](NC(=O)[C@H](NC(=O)N3CCNC3=O)c3ccccc3)C(=O)N2[C@H]1C(=O)O	-6	-5	-1

New compounds follow:
SMILES	hcGAS inh	mcGAS lum	NPYLR7 agonist
O=S(=O)(Nc1cc(C2CC2)nn1-c1ncccn1)c1cccs1	-10	.	3
O=C(O)C[C@@H]1CCN(C(=O)Cc2ccccc2)C[C@@H]1CCN1CCNCC1	-7	-9	-5
CN1CCc2cc(Cl)c(O)cc2[C@@H](c2ccccc2)C1	-3&-1	-4	-3&0
O=C(c1ccccn1)N1CCC(N[C@@H]2CCOC[C@H]2OCC2CC2)CC1	-5	-4	.
Cc1c(C(=O)OC(C)C)oc2c1C(=O)CC(c1ccccc1F)C2 (configuration not stated)	-10	.	0
CC1=NOC(C(=O)NCCc2c[nH]c3c(C)cccc23)C1 (configuration not stated)	-4	-11	-1
CC1C(=O)N(c2ccc3c(c2)OCO3)CCN1C(=O)c1ccc(F)cc1 (configuration not stated)	-4	-6	24
CCOC(=O)C1=C(C)NC2=C(C(=O)CCC2)C1c1cc2c(cc1[N+](=O)[O-])OCO2 (configuration not stated)	-1	-7	-5
COc1cc(Cl)c(S(=O)(=O)N2CCN(c3cccc(C)c3C)CC2)cc1Cl	-12	.	-4
COc1cc(C)c(C)cc1S(=O)(=O)NCCc1csc2nc(-c3cccc(F)c3)nn12	4	-5	2
COC(=O)C1CCN(C(=O)CC2CSc3ncc(C)c(=O)n32)CC1 (configuration not stated)	-5	.	0
CC(=O)CCc1ccc(Oc2cc([N+](=O)[O-])cc3c2C(=O)Nc2ccccc2O3)cc1	-1	.	7
CCSc1ccccc1C(=O)N1CCN(S(=O)(=O)c2ccc(Cl)c(Cl)c2)CC1	-2	-7	-6
Fc1ccccc1-n1cnnc1SCc1csc(-c2ccccc2)n1	-2	-6	6
COc1ccc(NC(=O)c2cc(Cl)ccc2O)cc1	-8	.	-14
CNC(=O)CN(C)C1CCC(OC)CC1 (configuration not stated)	-11	.	17
COc1ccccc1C(=O)Nc1cc(C)nn1-c1nc2c(cnn2-c2ccc(C)c(C)c2)c(=O)[nH]1	-7	-7	.
O=CN1CCCN(C(=O)c2ccc(-c3cc(-c4ccc(Cl)cc4Cl)[nH]n3)cc2)CC1	-9	-8	-4
CC(C)C(=O)NCCNc1ccc(Nc2ccncc2)nn1	-7	.	14
CCn1c(SCc2ccc(C(=O)N3CCN(C)CC3)cc2)nnc1-c1ccccc1[N+](=O)[O-]	0	0	-7
CC(=O)NC(NC(=S)Nc1cccc(C(=O)O)c1)C(Cl)(Cl)Cl (configuration not stated)	-4	.	-12
Cc1ccc(C(=O)NCc2nnc(SCC(=O)Nc3ccccc3C(F)(F)F)n2-c2ccc(F)cc2)cc1[N+](=O)[O-]	-6	.	-6
CCNC(=O)NC(=O)CSc1nnc(N(C)C)n1C(C)C	-4	-15	8
Cc1nnc(NCCC23CC4CC(CC(C4)C2)C3)c(C#N)c1C	-16&2	.	7&-4
CC(C)c1nccn1C(C)C(=O)NCc1ccc2c(c1)OCO2 (configuration not stated)	-12	-12	.
CCn1c(SCC(=O)c2cc(C)n(C3CC3)c2C)nnc1-c1ccoc1C	-7	-5	1
COc1ccccc1CNC(=O)CSc1ccc(NC(=O)c2cccc(F)c2)nn1	6	.	0
COc1ccc(-n2[nH]c(C)c(C3=C(N(C)Cc4ccccc4)C(=O)N(c4ccc5c(c4)OCO5)C3=O)c2=O)cc1	-5	-7	30
COC(=O)c1ccccc1COn1c(=O)c(C)[n+]([O-])c2ccccc21	-7	.	17
O=c1[nH]cnc(O)c1C(c1ccc2c(c1)OCO2)c1c(O)nc[nH]c1=O	-6	-7	-1
O=C(c1ccoc1)n1c(-c2ccccc2)csc1=Nc1ccc(F)cc1F	-9	.	-4
CC(CC1=CCCN(CC(N)=O)C1)NC(=O)/C=C/c1ccccc1 (configuration not stated)	-7	.	2
C[C@@H]1CN(C(=O)NC2CCCCC2)C[C@H](C)O1	-4	-5	-6
COCCCN(Cc1c(-c2cccc(C)c2)noc1N1CCCC1)C(=O)Nc1ccc(C)cc1	-3	-7	12
Cc1ccc(C)c(-c2[nH]ncc2CN2CCN3C(=O)CN(C)C(=O)C3C2)c1 (configuration not stated)	-5	.	-2
O=C(c1ccco1)N1CCC(n2ccnc2-c2ccccn2)CC1	-1	.	-19
CC(C)(C)c1ccc(-c2ccnc(N3CCN(C(=O)COCc4ccccc4)CC3)n2)cc1	5	-4	12
CCOC(=O)c1c(NC(=O)c2ccccc2OCC)sc2c1Cc1ccccc1-2	-8	-4	10
CCOCCCn1c(=O)c(C#N)cc2c(=O)n3cccc(C)c3nc21	-3	-5	6
O=C(CNCc1ccc(Br)o1)NC1CC1	-7	-17	-7
CSc1ncc(CNCCc2cccc(Cl)c2)c(N2CCCC(C)C2)n1 (configuration not stated)	-3	-4	-2
CCN1CCC(NC(=O)CN2CCCC(c3nnc4n3CCCCC4)C2)CC1 (configuration not stated)	-7	.	1
CCn1nnc2c(SCC(N)=O)ncnc21	-2	.	0
CCOC(=O)C1(CCc2ccccc2)CCN(C(=O)CCn2cnc3ccccc32)CC1	-7	-14	13
Cc1cc(NC(=O)CN(C)C(C)c2cccs2)no1 (configuration not stated)	-9	-7	9
COc1ccc(NS(=O)(=O)N(C)C)c(OC)c1	-4	.	2
CCc1ccsc1C(=O)Nc1ccc(NC(C)=O)cc1Cl	-10	.	4
COC(=O)[C@H](NC(=O)c1cc(-c2ccccc2)nc2ccccc12)c1ccccc1	0	-2	-2
COC(C(=O)N1CCN(Cc2ccc(-c3noc(-c4ccccc4)n3)cc2)CC1)c1ccccc1 (configuration not stated)	-4	-5	6
